LMPTP inh: LMPTP (human) inhibition; 360,000 compounds, 0.22% hits; recombinant LMPTP-A, OMFP fluorogenic substrate, fluorescence intensity; inhibition, % at 20 µM;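 active = compounds that cut the enzyme signal by at least half of the control window in the single-dose screen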;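 note: plate controls were DMSO wells with enzyme plus substrate for no effect and substrate without enzyme for full effect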
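Material: LMPTP-A; amount: 0.625 nM enzyme; doses: single 20 µM dose; times: reaction 50 min, room temperature, dark; technique: fluorescence intensity of OMFP turnover product; benchmarks: no-enzyme and uninhibited controls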
STEP block: inhibitors of human striatal-enriched phosphatase STEP | recombinant STEP, OMFP fluorogenic substrate, fluorescence | inhibition, % at 20 µM | AID 588621 | P54829 | 360,000 compounds, 0.25% hits;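 active = inhibition at 20 µM, scaled per plate between control wells, above about 37%, limit read from the data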;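 note: 0% = DMSO with enzyme and substrate and 100% = substrate only without enzyme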
Target sequence (P54829 whole entry, looked up): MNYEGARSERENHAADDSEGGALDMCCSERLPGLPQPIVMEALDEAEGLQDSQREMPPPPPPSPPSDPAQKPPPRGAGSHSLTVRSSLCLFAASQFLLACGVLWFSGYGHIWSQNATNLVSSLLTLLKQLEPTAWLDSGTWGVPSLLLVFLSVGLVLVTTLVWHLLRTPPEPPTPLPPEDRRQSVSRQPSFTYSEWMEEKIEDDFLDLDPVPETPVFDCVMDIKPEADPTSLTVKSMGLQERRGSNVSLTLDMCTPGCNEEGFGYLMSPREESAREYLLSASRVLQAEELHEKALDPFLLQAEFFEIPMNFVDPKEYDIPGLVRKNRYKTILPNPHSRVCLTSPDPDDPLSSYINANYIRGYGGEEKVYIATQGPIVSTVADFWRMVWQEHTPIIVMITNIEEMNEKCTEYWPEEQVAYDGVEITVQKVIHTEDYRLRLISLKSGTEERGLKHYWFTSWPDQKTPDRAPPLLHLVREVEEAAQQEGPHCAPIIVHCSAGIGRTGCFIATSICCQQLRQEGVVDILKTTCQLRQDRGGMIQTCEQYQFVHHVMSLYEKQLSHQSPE
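material = STEP tyrosine phosphatase | reagent = fluorogenic phosphatase substrate OMFP at 25 µM final | doses = single compound dose of 20 µM, 1% DMSO final | schedule = 20 min reaction, room temperature, in the dark | measured by = fluorescence, 480/540 nm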
Scp-1 inhibitor: blocks human Scp-1 phosphatase activity; Q9GZU7; Recombinant Scp1, phosphopeptide, malachite green phosphate absorbance; inhibition, % at 20 µM; 340,000 compounds, 0.88% hits;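 active = inhibition above about 50% at 20 µM, limit read from the data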;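 note: plate controls were DMSO wells with enzyme for no effect and wells lacking enzyme for full effect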
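Times: enzyme reaction 45 min at room temperature, colour 5 min, stabilisation 30 min. Material: SCP-1 catalytic fragment, aa 76-261. Medium: Acidic Tris acetate buffer with magnesium and detergent. Signal: colorimetric free-phosphate detection, absorbance 630 nm. Read-out basis: % inhibition of SCP-1 phosphate liberation. Reagent: Phosphorylated 17-residue peptide substrate.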
SUMO1 PPI mod: SUMO1-SIM interaction modulation | P63165 | SUMO1 binding to a labelled peptide, TR-FRET, 1 h | inhibition, % at 20 µM | 360,000 compounds, 0.33% hits | AID 602429; in the data active = inhibition above about 37%
Target sequence (P63165 whole entry, looked up): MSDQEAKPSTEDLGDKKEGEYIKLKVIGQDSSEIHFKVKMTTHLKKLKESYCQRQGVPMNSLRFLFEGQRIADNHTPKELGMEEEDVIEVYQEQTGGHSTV
NadD inh: blocks S. aureus nicotinate mononucleotide adenylyltransferase | purified NadD enzyme, colorimetric absorbance read-out | inhibition, % at 20 µM | 360,000 compounds, 0.78% hits; in the data active = inhibition above about 26%; note: some compounds past the cut are filed as inactive
NRP1-CendR mod: alters CendR peptide binding to human NRP-1; O14786; FAM-RPARPAR peptide binding to NRP-1, fluorescence polarization; inhibition, % at 25 µM; 360,000 compounds, 0.85% hits; AID 602438;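 active = inhibition or corrected inhibition above about 18%, plus a signal ratio from 0.5 to 1.5, limit read from the data, passing the limit was not always enough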; note: strong numbers were not always called active
SKN-1 block: C. elegans SKN-1 inhibition | C. elegans VP596 Pgst-4::GFP/RFP ratio, acrylamide-induced, 24 h | inhibition, % at 21.8 µM | 360,000 compounds, 0.49% hits | AID 624304;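 active = interference check ratio from 0.5 to 1.5 plus GFP to RFP signal ratio inhibition reaching or exceeding a fixed threshold, cut at about 30% in these data, passing the limit was not always enough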; note: some compounds called inactive have numbers as strong as hits
Rpn11 inh: blocks the human proteasome subunit Rpn11; 360,000 compounds, 0.59% hits; human 26S proteasome, Ub4-pepOG fluorescence polarization; 20S core pre-blocked with epoxomicin; calls only at 20 µM;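 active = inhibition at 20 µM, scaled to each plate's controls, above about 33%, limit read from the data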
Target sequence (O00487 whole entry, looked up): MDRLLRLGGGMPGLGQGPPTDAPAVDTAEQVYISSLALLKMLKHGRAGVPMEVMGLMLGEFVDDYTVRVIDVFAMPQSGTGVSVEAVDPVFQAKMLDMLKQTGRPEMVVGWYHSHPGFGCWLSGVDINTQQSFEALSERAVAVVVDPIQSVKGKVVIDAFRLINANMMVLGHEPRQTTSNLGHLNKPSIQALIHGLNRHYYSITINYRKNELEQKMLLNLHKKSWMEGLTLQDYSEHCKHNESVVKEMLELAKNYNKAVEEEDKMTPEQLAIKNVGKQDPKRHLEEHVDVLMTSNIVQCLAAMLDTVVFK
MT1-MMP act inh: MT1-MMP (human) activation inhibition; P50281; HT1080 RFP-PRO-GFP cells, GFP/RFP ratio fluorescence, overnight; percent of plate control window, DMSO zero; GFP/RFP ratio change, % at 20 µM; 360,000 compounds, 0.061% hits;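 active = GFP/RFP ratio change of at least 30% with cell ATP level not reduced by more than half and red fluorescence within 50% of control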; note: strong numbers were not always called active
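Assay system – RFP-PRO-GFP reporter HT1080 cells · Compound dosing – single dose of 20 µM compound, 1% DMSO final · Incubation – overnight compound exposure at 37 °C · Measure – GFP/RFP fluorescence ratio · Benchmarks – DMSO wells and RFP-L50D-GFP cells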
DNMT1 inh: DNMT1 (human) enzyme inhibition | inhibition (reported as % activation of signal), % at 10 µM | P26358 | AID 588458 | DNMT1 molecular beacon, Hinp1I cleavage, fluorescence | 360,000 compounds, 0.83% hits; in the data active = inhibition above about 50%
The depositor's hits bear a star; i = inactive; nt = not tested or not shown.

Results follow in this order: LMPTP inh | STEP block | Scp-1 inhibitor | SUMO1 PPI mod | NadD inh | NRP1-CendR mod | SKN-1 block | Rpn11 inh | MT1-MMP act inh | DNMT1 inh
1. O=C(COC(=O)C1CCC1)NC(=O)c1ccccc1
  -0.8 | 2 | -10 | 1 | -4 | -3 | 13 | i | -1 | 1
2. Cc1ccccc1OCCSc1nc2ccccc2n1CCC(=O)O
  0.8 | 2 | 4 | 10 | -6 | -21 | 12 | i | 2 | 5
3. CC(C)OC(=O)Cn1c(-c2ccccc2)c(-c2ccccc2)nnc1=O
  -0.1 | 4 | 4 | -16 | -4 | 9 | 9 | i | -4 | 5
4. Cc1ccc(-c2nnn(CC(=O)N(CCO)C(C(=O)NC3CCCC3)c3ccc(F)cc3)n2)o1 (stereo not drawn)
  1.0 | -2 | 0 | 1 | 5 | -6 | 0 | i | nt | -7
5. COC(=O)c1ccc(NC(=S)N2CCN(Cc3cccc(C)c3)CC2)cc1
  -0.9 | 4 | -7 | 1 | 7 | -14 | 0 | i | -3 | -2
6. O=S(=O)(Nc1nccs1)c1cc(Cl)ccc1Cl
  1.5 | -1 | -4 | 13 | -1 | -35 | 0 | i | -9 | -1
7. c1ccc2c(c1)COc1c3cc4c(cc3nn1-2)OCO4
  0.3 | 3 | nt | -17 | 5 | -9 | 17 | i | 7 | 6
8. CC(NC(=O)CSc1ncccn1)c1ccc(Cl)cc1Cl (stereo not drawn)
  0.4 | -1 | 8 | 6 | -5 | 13 | -2 | i | -2 | 0
9. Nc1nc2ccccc2n1CCOc1ccc(F)cc1
  10 | -2 | -6 | 2 | -12 | 7 | -6 | i | 1 | -1
10. CCOC(=O)Cc1cc(=O)c2cc(C)ccc2[nH]1
  -1.1 | -2 | -1 | 5 | -2 | -5 | 0 | i | -3 | -2
11. Cc1ccc(/C=C/C(=O)N2CCCC(C)C2)cc1 (stereo not drawn)
  0.5 | 2 | -11 | -11 | 5 | 8 | -1 | i | 0 | 9
12. Cc1ccc(OCc2ccc(C(=O)O)o2)c([N+](=O)[O-])c1
  -1.8 | -3 | 5 | -10 | 4 | 4 | 3 | i | -3 | 5
13. CCCC(=O)OCCNc1cc(Sc2nc3ccccc3[nH]2)c2nonc2c1[N+](=O)[O-]
  -0.8 | 1 | 1 | -24 | 5 | -14 | 0 | i | 3 | -14
14. Cc1ccccc1NC(=O)CSCc1cc(=O)n2ccsc2n1
  -0.5 | 0 | -9 | 2 | 2 | 2 | 7 | i | -1 | -1
15. O=C(O)C1C(c2ccccc2)C(C(=O)OCc2ccco2)C1c1ccccc1 (stereo not drawn)
  -0.4 | 0 | 0 | 8 | -2 | -10 | -19 | i | 0 | 18
16. O=C(Nc1ccc(NC(=O)c2cccs2)c(Cl)c1)c1ccco1
  -0.2 | -3 | -13 | 1 | -6 | -6 | 11 | i | 0 | 8
17. CCN(CC)S(=O)(=O)c1ccc2oc(C(=O)NC3CCCc4ccccc43)c(C)c2c1 (stereo not drawn)
  2.7 | 8 | -3 | 5 | 12 | -4 | 14 | i | 1 | 1
18. COc1ccc(C(=O)NC(=S)Nc2cccnc2)cc1OC
  1.0 | 1 | 1 | 2 | 3 | -8 | 0 | i | -1 | 4
19. CC(C)NC(=O)NC(=O)CSc1ccccc1F
  -2.5 | 2 | -4 | 8 | -4 | 4 | 2 | i | 2 | 1
20. Cc1ccc(C(=O)Nc2cccc(C(F)(F)F)c2)cc1Nc1ccccn1
  -0.1 | 2 | 35 | 12 | 3 | 10 | 14 | i | 11 | 5
21. CCOC(=O)CC1(C)N(S(=O)(=O)c2ccc(C)cc2)c2ccccc2N1S(=O)(=O)c1ccc(C)cc1
  3.2 | nt | nt | 0 | nt | 5 | -14 | nt | 2 | nt
22. Cc1ccc(-c2csc3nnc(SCC(=O)N4CCN(Cc5ccccc5)CC4)n23)cc1
  0.5 | 7 | -1 | 2 | 12 | -3 | 8 | i | 0 | -2
23. O=C(O)CCn1cnc2ccccc2c1=O
  -1.0 | -4 | 6 | 9 | -1 | 10 | 12 | i | -1 | 1
24. C=CCS(=O)(=O)c1cccc2cccnc12
  -0.8 | -1 | 5 | -4 | -3 | -4 | 4 | i | -3 | 1
25. CC1(C(=O)NC2CCCC2)CCC(=O)N1Cc1ccccc1 (stereo not drawn)
  -1.1 | -2 | -4 | 0 | 7 | 4 | -14 | i | 3 | 4
26. COc1ccccc1N(CC(O)CN1CCCCC1)S(=O)(=O)c1ccc(C)cc1 (stereo not drawn)
  -1.8 | 0 | -10 | 3 | -13 | 5 | 20 | i | -4 | 3
27. CCN(C[C@H]1N[C@@](CC)(C(=O)OC)[C@H]2C(=O)N(C)C(=O)[C@@H]12)C(=O)Nc1ccc(C)cc1
  -1.1 | 2 | -2 | 3 | 0 | -17 | 14 | i | -4 | 4
28. O=C(Nc1ccc(N2CCN(Cc3ccccc3)CC2)cc1)c1ncn[nH]1
  2.1 | 1 | -4 | 2 | 6 | 3 | 6 | i | -2 | -5
29. CCCN(CC(=O)Nc1ccc(C(N)=O)cc1)CC(=O)Nc1ccc(F)c(F)c1F
  -0.9 | 0 | -4 | 3 | -6 | -3 | 27 | i | 0 | 0
30. CON1C(=O)C(=O)N(OC)C2CCCCC21 (stereo not drawn)
  -1.1 | -4 | 0 | 0 | -3 | 5 | -13 | i | 1 | 0

2 entries from above, in markdown.
| nr | Molecule | LMPTP inh | STEP block | Scp-1 inhibitor | SUMO1 PPI mod | NadD inh | NRP1-CendR mod | SKN-1 block | Rpn11 inh | MT1-MMP act inh | DNMT1 inh |
| --- | --- | --- | --- | --- | --- | --- | --- | --- | --- | --- | --- |
| 26 | COc1ccccc1N(CC(O)CN1CCCCC1)S(=O)(=O)c1ccc(C)cc1 (stereo not drawn) | -1.8 | 0 | -10 | 3 | -13 | 5 | 20 | i | -4 | 3 |
| 27 | CCN(C[C@H]1N[C@@](CC)(C(=O)OC)[C@H]2C(=O)N(C)C(=O)[C@@H]12)C(=O)Nc1ccc(C)cc1 | -1.1 | 2 | -2 | 3 | 0 | -17 | 14 | i | -4 | 4 |

New compounds follow
Results follow in this order: LMPTP inh | STEP block | Scp-1 inhibitor | SUMO1 PPI mod | NadD inh | NRP1-CendR mod | SKN-1 block | Rpn11 inh | MT1-MMP act inh | DNMT1 inh
31. Oc1ccc(O)c(Cc2nc3ccccc3s2)c1
  1.0 | 3 | -1 | -3 | -3 | 3 | 6 | i | -41 | -5
32. O=C1N=C(N2CCOCC2)S/C1=C/c1cccs1
  -0.1 | 0 | 6 | -21 | -4 | 2 | -17 | i | 1 | 12
33. Clc1nnc(NN=C2CCCC2)c2ccccc12
  -2.2 | -1 | 5 | 4 | 2 | -3 | 14 | i | -6 | -3
34. CS(=O)(=O)N(CC(=O)NCCC1=CCCCC1)C1CCCCC1
  -0.6 | -2 | -10 | 0 | -1 | 10 | -6 | i | 0 | 4
35. CCOc1ccc(C(=O)NCc2ccncc2)cc1OCC
  -2.1 | 1 | -5 | -4 | -1 | -4 | -34 | i | 1 | 2
36. Cc1cc(C(=O)OCC(=O)c2ccc(Br)s2)no1
  3.6 | 2 | -13 | -1 | -3 | -11 | 4 | i | 2 | -10
37. O=C(C1CCN(S(=O)(=O)c2cccs2)CC1)N(c1ccccn1)C1CCCCC1
  0.6 | 0 | 6 | 0 | -1 | -4 | -1 | i | 0 | -2
38. O=C(O)c1ccc2nc(-c3ccccc3)c(-c3ccccc3)nc2c1
  0.2 | 2 | -11 | -3 | -8 | 10 | 7 | i | -7 | 2
39. CC(C)c1ccc(NC(=O)C(c2ccccc2)N(C)C(=O)c2cnccn2)cc1 (stereo not drawn)
  -1.7 | -3 | -1 | 1 | -6 | -2 | -5 | i | -2 | 0
40. COc1ccc(NC(=O)CN(C)C(=O)c2cc(CN3C(=O)c4ccccc4C3=O)ccc2OC)cc1
  0.5 | 1 | -4 | -8 | -1 | 1 | 11 | i | 0 | -1
41. CN(c1ccccc1)S(=O)(=O)c1cccc(C(=O)NNC(=O)c2ccncc2)c1
  -1.5 | -2 | -6 | -3 | -1 | -11 | 12 | i | 0 | 0
42. O=C(c1c(F)cccc1F)N1CCCc2ccccc21
  -1.6 | 3 | -6 | -1 | -1 | 3 | 10 | i | 1 | 1
43. CSc1cccc(NC(=S)N2CCC(N(C)C(C)C)CC2)c1
  -1.8 | -3 | -3 | 2 | -1 | -8 | -1 | i | 0 | -1
44. CC(C)n1c(SCC(=O)NCc2ccco2)nnc1C1CC1
  0.4 | -1 | -2 | -2 | 0 | -10 | 13 | i | -3 | 0
45. CCn1ncc(Br)c1C(=O)Nc1ncc(C)s1
  0.7 | -1 | -17 | 1 | -11 | -2 | 8 | i | -6 | 2
46. O=C(CSc1nc2ccccc2c(=O)n1CCCC(=O)N1CCCC1)NCc1ccco1
  -0.8 | 1 | -1 | -3 | -4 | 12 | 3 | i | -1 | 0
47. CN(C)C(=O)c1ccc(Cl)cc1[N+](=O)[O-]
  -2.1 | -1 | -6 | -4 | -3 | 3 | -14 | i | 1 | 2
48. COCc1cc(C)nc(NC2CCCCC2)c1C#N
  0.5 | 2 | 1 | 0 | -1 | -2 | 15 | i | 4 | 2
49. COC(=O)[C@H](CCSC)NC(=O)Nc1ccc(OC)cc1OC
  -1.4 | -1 | 0 | 0 | 7 | -9 | -3 | i | 3 | 1
50. COc1ccc(NS(=O)(=O)Cc2ccccc2Cl)cn1
  0.7 | 1 | -2 | -3 | -2 | -1 | 25 | i | -7 | 0
51. Cc1ccc(NC(=O)CC(C)c2ccccc2)cc1S(=O)(=O)N1CCOCC1 (stereo not drawn)
  -0.9 | -2 | -5 | -3 | -2 | 13 | 7 | i | -2 | 2
52. O=C(Cn1cnc2ccccc21)Nc1ccccc1-c1ccccc1
  -0.9 | 1 | -6 | -4 | -7 | -5 | -1 | i | -2 | -1
53. C=CCNC(=O)C1CC(=O)N(c2ccc(OCC(=O)Nc3ccccc3)cc2)C1 (stereo not drawn)
  -1.2 | 0 | 7 | 3 | -3 | 3 | -14 | i | -6 | 0
54. C=CCn1c(=O)/c(=C/c2ccc(C)o2)s/c1=C(/C#N)C(=O)c1ccccc1
  3.5 | -3 | -2 | -12 | 30* | -91 | 10 | nt | 12 | -15
55. c1cncc(-c2csc(-c3cccnc3)n2)c1
  0.2 | -1 | -7 | -18 | -4 | 4 | 4 | i | 0 | 1
56. CN(C)c1ccc(P(=O)(COc2ccc([N+](=O)[O-])cc2)c2ccc(N(C)C)cc2)cc1
  2.7 | 4 | -7 | -16 | 0 | 7 | 1 | i | -3 | -7
57. CCOC(=O)c1c[nH]c2nc(C)ccc2c1=O
  0.8 | 0 | 6 | 12 | -2 | 14 | 3 | i | -11 | 16
58. COc1ccccc1CN(CC(=O)NCc1ccc(F)cc1)C(=O)c1csnn1
  -0.5 | 4 | -4 | 1 | -1 | 4 | -8 | i | -3 | 4

Bioassay records: PubChem BioAssay, Sanford-Burnham Center for Chemical Genomics
